tim10-1 inh = growth inhibitors of tim10-1 mutant yeast; actives 2.2% (n = 330,000); AID 463190; inhibition, % at 20 µM; S. cerevisiae tim10-1 ts strain growth, BacTiter-Glo, 24 h;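 active = inhibition of at least 40%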;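 also: mutant grown at 25 °C; 0% = DMSO wells with yeast and 100% = wells holding no yeast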
MPTP block = inhibitors of mitochondrial permeability transition pore; isolated mouse mitochondria, Ca2+ swelling absorbance, 30 min; inhibition, % at 10 µM; actives 1.4% (n = 360,000);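 active = inhibition of 50% or more, scaled per plate between neutral and stimulator controls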;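 also: 0% = DMSO wells given calcium and 100% = 1 mM EGTA wells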
MIN6 prolif = induces beta-cell replication in MIN6 cells | AID 2380 | proliferation, % at 10 µM | MIN6 cells proliferation, ATPlite luminescence, 48 h; cells starved in 0.2% serum; 100% = growth in 10% serum | actives 0.29% (n = 330,000);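 active = compounds whose signal lies at least 3.5 SD above the mean of all wells on their plate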;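 also: 0% = DMSO-treated cells in low-serum medium and 100% = 10% serum control; some compounds called inactive have numbers as strong as hits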
NALP3 yeast inh = inhibitors of NALP3 inflammasome in yeast; AID 2825; Yeast reconstituted NLRP3/ASC/caspase-1, beta-gal luminescence, 24 h; actives 0.39% (n = 330,000); inhibition, % at 10 µM;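 active = inhibition of 50% or more; inactive = inhibition below 50%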;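 also: plate controls were induced DMSO wells for no effect and uninduced yeast grown without galactose for full effect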
tim23-1 inh = inhibits growth of tim23-1 mutant yeast; S. cerevisiae tim23-1 growth, BacTiter-Glo luminescence, 24 h; inhibition, % at 20 µM; actives 1.3% (n = 330,000); AID 463212;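 active = growth inhibition of the mutant yeast at or above 50%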;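 also: temperature-sensitive mutant grown at 25 °C; plate controls were DMSO-treated mutant yeast for no effect and medium wells lacking yeast for full effect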
APJ agonist = activates the human apelin receptor APJ; P35414; CHO-K1 APJ PathHunter beta-arrestin, luminescence; 0% DMSO wells, 100% apelin; activation, % at 20 µM; actives 0.11% (n = 330,000);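 active = activation more than six SD over the plate average, tested at 20 µM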;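 also: 0% = DMSO alone and 100% = apelin-13 at 10 nM; some results filed as inactive read as strong as hits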
Target sequence (P35414 whole entry, looked up): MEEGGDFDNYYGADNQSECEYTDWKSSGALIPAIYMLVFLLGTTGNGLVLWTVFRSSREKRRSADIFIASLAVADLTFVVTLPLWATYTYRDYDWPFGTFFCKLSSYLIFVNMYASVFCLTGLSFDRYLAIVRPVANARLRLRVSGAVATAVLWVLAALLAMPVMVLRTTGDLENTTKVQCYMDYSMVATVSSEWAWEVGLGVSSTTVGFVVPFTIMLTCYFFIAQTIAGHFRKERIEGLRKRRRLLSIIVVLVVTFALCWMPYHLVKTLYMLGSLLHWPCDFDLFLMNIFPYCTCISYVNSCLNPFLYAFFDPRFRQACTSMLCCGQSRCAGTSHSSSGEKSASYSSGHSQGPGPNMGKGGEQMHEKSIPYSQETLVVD
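Assay system: CHO-K1 APJ beta-arrestin complementation cell line / Compound: single test compound dose, 20 µM final, 1% DMSO / Times: overnight seeding, 90 min compound at 25 °C, 1 h detection / Technique: beta-gal luminescence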
APJ antag = APJ receptor antagonism; P35414; inhibition, % at 20 µM; CHO-K1 APJ beta-arrestin complementation, luminescence; actives 0.32% (n = 330,000);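 active = inhibition above about 40% at 20 µM, limit read from the data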;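 also: cells challenged with 10 nM apelin-13 agonist together with compound; plate controls were apelin-13 plus DMSO wells for no effect and DMSO wells lacking apelin-13 for full effect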
NR3A LBD binder = modulators (binders) of human NR3A ligand-binding domain. NR3A LBD differential scanning fluorimetry, Tm shift; 0% = protein alone, 100% = glycine-bound protein. Tm shift relative to glycine control, % at 25 µM. actives 2.5% (n = 340,000);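 active = melting temperature shift of at least 10% of the positive control shift, at one fixed dose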
TIM10 inh = TIM10 yeast growth inhibition; S. cerevisiae TIM10 strain growth, BacTiter-Glo luminescence, 24 h; inhibition, % at 10 µM; actives 1.4% (n = 330,000); AID 463195;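 active = inhibition of 40% or more at the single tested concentration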;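 also: wild-type TIM10 isogenic control strain grown at permissive 25 °C; 0% = DMSO yeast wells and 100% = minimal medium wells without yeast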
* hit, by the source's call; . = not tested or not shown.

molecule,tim10-1 inh,MPTP block,MIN6 prolif,NALP3 yeast inh,tim23-1 inh,APJ agonist,APJ antag,NR3A LBD binder,TIM10 inh
Cc1cc(C(=O)CCl)c(C)n1-c1cccc([N+](=O)[O-])c1,-20.1,-0.1,-6.2,-84.7,14.0,1.4,-0.2,-2.6,9.0
CCOC(=O)c1cccc(NC(=O)C2(S(=O)(=O)c3ccc(C)cc3)CC2)c1,-1.4,0.1,0.0,31.4,16.8,-1.3,6.5,0.6,-1.9
O=C(c1ccc(Br)c([N+](=O)[O-])c1)N1CCN(Cc2ccccc2)CC1,13.0,1.9,-3.6,35.2,10.4,-1.1,-19.3,-2.5,-24.2
COc1cc(C(=O)NNC(=O)c2cc(C)[nH]n2)cc(OC)c1OC,7.5,2.5,0.5,8.0,19.3,-1.3,1.7,-4.0,-1.6
c1ccc2sc(NN=C3CCCC3)nc2c1,-1.2,-0.7,-1.6,22.3,28.3,-3.3,2.4,-1.0,-18.9
Fc1ccc(Nc2nc(-c3ccncc3)cs2)cc1,-20.6,-0.1,-0.6,3.8,-40.7,3.4,-25.4,5.8,-4.4
CCCC(=O)N(c1ccccc1)C1C=CS(=O)(=O)C1 (stereo unspecified),1.8,0.6,2.4,15.7,2.7,-3.0,-6.3,-4.0,-1.0
Cc1c(NC(=O)COC(=O)c2ccc(F)c(S(=O)(=O)N3CCOCC3)c2)c(=O)n(-c2ccccc2)n1C,-8.1,-0.6,-0.7,6.5,19.5,-0.8,5.8,1.7,-2.6
OCC1=C[C@@H](O)[C@@H]2C=CO[C@@H](O[C@@H]3O[C@H](CO)[C@@H](O)[C@H](O)[C@H]3O)[C@H]12,18.5,0.2,-1.5,-5.2,5.5,-3.1,-11.0,2.1,2.4
CC(=O)Nc1ccc(S(=O)(=O)N2CCN(C(=O)c3ncoc3-c3ccccc3)CC2)cc1,3.1,2.9,-0.1,20.5,12.4,2.4,-19.8,-2.7,-16.4
Cc1ccc(-c2nnn(C/C(N)=N/O)n2)cc1,1.0,0.1,-3.1,9.9,15.5,0.5,5.9,0.3,25.1
Cc1cc(SCC(=O)c2cccs2)n2nc(C)c(-c3ccccc3)c2n1,38.2,-1.2,-5.6,24.7,43.7,-1.2,-8.8,-2.4,25.5
O=C(O)C1CCCCC1C(=O)N1CCCC1 (stereo unspecified),1.4,-0.5,-1.7,12.6,12.5,-1.2,-3.9,3.7,0.3
COc1ccc(N2CCN(C(=O)CNS(=O)(=O)c3ccc(C)c(C)c3)CC2)cc1,25.8,1.4,-1.1,4.3,20.1,0.3,3.4,0.8,9.3
CN(C)CCN(C(=O)CCc1ccccc1)c1nc2c(F)cc(F)cc2s1,32.6,4.7,-2.3,16.4,22.2,-0.2,-1.1,-1.3,15.7
C=CCc1ccccc1OCCSc1nc2ccc([N+](=O)[O-])cc2s1,11.6,83.6*,0.0,17.4,-0.3,1.1,-24.1,-0.4,-0.4
COC(=O)C1C2C=CC3(CN(c4cccc(C)c4)C(=O)C13)O2 (stereo unspecified),10.5,-1.1,-0.2,8.4,3.5,-0.7,29.3,0.9,94.2*
O=C(NCCN1CCOCC1)c1cccc(S(=O)(=O)Nc2cc(Cl)ccc2Cl)c1,7.9,-0.1,0.2,15.9,10.3,-5.7,13.0,1.2,-1.6
CC(=O)c1cc2c(s1)-c1cc(F)ccc1OC2,-16.2,2.6,0.3,2.2,-6.7,-5.3,-13.1,0.6,-6.3
COc1cc(C2C(C(=O)c3ccco3)=C(O)C(=O)N2c2cc(C)on2)ccc1OCc1ccccc1 (stereo unspecified),9.2,.,-1.8,18.1,0.4,-1.2,14.7,.,10.1
O=[N+]([O-])c1cccc(/C([O-])=C(/C(=S)Nc2ccccc2)[n+]2ccccc2)c1,33.9,1.9,0.5,0.6,38.4,3.2,-34.1,-2.8,26.5
CC(C)(C)[C@H]1C=C(C(=O)N2CCN(Cc3ccccc3)CC2)O[C@@H](OCCCCO)C1,-0.9,-1.1,-1.3,8.9,8.9,-4.7,-1.5,1.0,0.4
CC(C)CC(c1nnnn1C1CCCC1)N1CCC(C(N)=O)CC1 (stereo unspecified),22.8,1.0,-0.9,11.1,4.8,-2.5,4.4,-0.2,3.9
O=C(NCCCN1CCOCC1)c1cc(-c2cccc(O)c2)on1,-25.2,-0.1,-2.7,24.1,-0.6,-1.1,1.6,-0.9,8.1
COC(=O)c1ccc2c(=O)n(CCCCCC(=O)N3CCN(c4ccc(F)cc4)CC3)c(=O)[nH]c2c1,12.4,12.0,-3.4,16.4,-3.1,46.8*,-35.4,-0.8,-0.3
O/N=C/c1ccc(OCC(O)COc2ccc(/C=N/O)cc2)cc1,24.8,0.9,-0.5,19.3,7.8,-4.2,8.0,-1.7,4.1
COc1ccc([N+](=O)[O-])cc1N1C(=O)c2cccc3cccc(c23)C1=O,-5.2,2.1,0.3,13.4,6.3,-0.1,-1.4,-0.7,-3.2
CC(=O)/C(C#N)=C1\NC(=O)C(Cc2ccccc2Cl)S1 (stereo unspecified),9.0,0.3,-0.8,8.8,13.3,2.8,4.1,-15.2,9.3
Cc1cccc(NC(=O)CCS(=O)(=O)c2cccc3nsnc23)c1C,29.0,-1.2,-3.1,11.6,30.6,5.8,-8.7,2.1,-0.1
COc1ccc(C2N(C(=O)c3ccccc3)CCN2C(=O)c2ccccc2)cc1,5.0,-0.5,-1.5,7.1,21.9,-2.2,5.7,3.0,3.3
O=C(O)c1ccc2c(c1)C(=O)N(c1ccc(/C=C/C(=O)c3ccccc3)cc1)C2=O,19.3,6.0,0.5,14.3,0.0,-6.3,-0.1,5.5,10.9
COc1ccc(OCCSc2ccc(S(=O)(=O)N3CCCC3)cn2)cc1,13.5,0.9,-5.7,16.5,38.6,-5.3,5.3,3.0,11.1
O=C(Nc1ccnn1C1CCN(Cc2cccc(O)c2)CC1)C1CCCC1,-8.3,0.7,7.3,20.9,18.6,0.4,12.1,1.7,3.9
COc1ccc(NS(=O)(=O)c2cccc(N3CC(O)=C(c4ccccc4)C3=N)c2)cc1,8.7,1.9,3.5,-3.9,7.6,-3.8,18.5,-1.0,14.1
CSc1ccc(CNC(=O)C(C)n2nc(C)c3c(C)n(-c4ccccc4)nc3c2=O)cc1 (stereo unspecified),13.1,-3.8,-0.8,7.2,-4.0,-2.5,3.8,1.2,1.1
CCN(CC)CCCn1c2c(c(SCC(=O)Nc3cccc(C(C)=O)c3)nc1=O)CCC2,-13.3,-0.4,-0.5,20.9,-9.1,-7.4,4.0,1.4,-1.4
CC(C)C(C(=O)OCC(=O)c1cccc([N+](=O)[O-])c1)N1C(=O)[C@@H]2[C@H]3CC[C@H](C3)[C@@H]2C1=O (stereo partly specified),18.5,5.3,0.0,13.3,32.8,3.6,5.9,-0.5,-7.8
CC(=O)Nc1ccccc1NC(=O)CN(C)S(=O)(=O)c1ccc(C)cc1,3.4,-0.2,4.5,-2.4,1.4,-1.5,0.5,-0.6,5.1
COc1ccc(Cl)cc1NC(=O)CCN1CCN(c2ccccc2C)CC1,0.4,3.9,1.3,26.4,1.0,-2.3,8.9,-0.1,7.4
O=C(Nc1cccc(C(F)(F)F)c1)C1CCCN1S(=O)(=O)c1cccc2cccnc12 (stereo unspecified),27.8,11.1,-4.2,12.1,48.1,2.5,-10.2,-4.1,39.7
CC(C)Cc1nnc(NC(=O)CCc2c[nH]c3ccccc23)s1,27.8,-0.7,-5.1,1.4,22.5,0.1,-13.8,-6.4,11.3
CCOc1cc(/C=N/N2C(=O)NC3(CCCCC3)C2=O)cc(Br)c1O,-15.1,-0.6,-2.3,6.2,11.6,-2.4,11.1,-2.3,-0.2
CC1CCC(NC(=O)C(NC(=O)c2ccccc2)C(C)C)CC1 (stereo unspecified),19.5,-1.3,5.0,25.9,-3.8,-2.4,0.1,0.3,5.6
O=C1CCCN1S(=O)(=O)c1ccccc1,4.4,-0.2,1.5,4.9,15.6,-1.6,-2.2,0.5,-1.1
Cc1ccc(O)c(CC(C)C)n1,-6.3,10.6,-2.4,19.6,9.1,-2.3,8.0,1.0,-5.3
CCCCCCn1cc(C(=O)O)c(=O)c2cc(F)c(N3CCCCC3)cc21,22.3,1.6,-4.0,16.5,7.9,-0.3,-10.5,-2.0,11.8
O=C(NC1CCCC1)C(c1ccccn1)N(C(=O)c1csnn1)C1CCCCC1 (stereo unspecified),6.5,0.6,-0.4,11.3,6.2,2.3,0.4,0.8,2.2
CCOC(=O)CSc1nc(CC)nc2ccccc12,34.8,0.3,-1.4,20.5,37.3,0.5,15.0,-1.1,26.8
C=CCNC(=O)c1ccc(-c2nc3ccccc3nc2-c2ccccc2)cc1,20.5,1.4,-3.6,15.9,31.6,2.0,16.9,-1.0,27.8
Cc1ccc(-c2cc(O)cc3sc(=O)oc23)cc1C,23.2,5.0,-5.7,25.2,71.3*,-0.4,-5.5,10.4*,53.5*
Cc1ccc(-n2cc(CNCCCN3CCCC3=O)c(-c3ccc(F)cc3)n2)cc1,15.2,-2.5,-3.2,2.2,5.0,-2.1,3.9,-17.6,2.7
C[C@H](CO)N1C[C@H](C)[C@@H](CN(C)C(=O)NC2CCCCC2)Oc2c(NS(=O)(=O)c3ccc(F)cc3)cccc2C1=O,1.9,-2.0,5.6,20.6,5.9,0.7,-7.8,0.6,0.5
C/C(=N\NC(=O)CN(c1ccc(Oc2ccccc2)cc1)S(C)(=O)=O)C(C)(C)C,19.6,3.8,-0.7,5.2,13.8,-2.6,-7.1,-1.2,15.9
CC(=O)N(Cc1cc2ccccc2[nH]c1=O)c1ccc(C)cc1,6.7,0.7,-1.1,12.6,11.0,-1.3,17.0,0.2,3.2
Cc1ccc(NC(=O)N2CCC(O)(c3ccc(Cl)cc3)CC2)cc1,28.9,-1.1,-1.6,12.0,24.3,2.9,1.5,-1.6,21.2
CCOC(=O)c1cnc2c(Cl)c(Cl)ccc2c1N1CCN(C)CC1,19.1,-1.5,-2.6,14.5,23.6,0.9,3.9,0.3,5.5

Profiles, quoted from the list:
Record of Cc1cc(C(=O)CCl)c(C)n1-c1cccc([N+](=O)[O-])c1 → tim10-1 inh: -20.1; MPTP block: -0.1; MIN6 prolif: -6.2; NALP3 yeast inh: -84.7; tim23-1 inh: 14.0; APJ agonist: 1.4; APJ antag: -0.2; NR3A LBD binder: -2.6; TIM10 inh: 9.0
Record of Cc1ccc(NC(=O)N2CCC(O)(c3ccc(Cl)cc3)CC2)cc1 → tim10-1 inh: 28.9; MPTP block: -1.1; MIN6 prolif: -1.6; NALP3 yeast inh: 12.0; tim23-1 inh: 24.3; APJ agonist: 2.9; APJ antag: 1.5; NR3A LBD binder: -1.6; TIM10 inh: 21.2
Record of C/C(=N\NC(=O)CN(c1ccc(Oc2ccccc2)cc1)S(C)(=O)=O)C(C)(C)C → tim10-1 inh: 19.6; MPTP block: 3.8; MIN6 prolif: -0.7; NALP3 yeast inh: 5.2; tim23-1 inh: 13.8; APJ agonist: -2.6; APJ antag: -7.1; NR3A LBD binder: -1.2; TIM10 inh: 15.9

Screening results (PubChem)
